Screening data deposited in PubChem by The Scripps Research Institute Molecular Screening Center.
OX1R antag-1 = OX1R (HCRTR1) antagonists, primary screen, fluorescence, CHO/OX1R cells, Fluo-8 calcium, orexin A. 330,000 compounds, 0.43% hits. Orexin/Hypocretin receptor type 1 (Homo sapiens), O43613. inhibition, % at 5 µM. AID 434989, 2010. Fluo-8 calcium fluorescence;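 active = inhibition above its plate's threshold, mean inhibition of all tested compounds on the plate plus 3 SD, cut at about 37% in these data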;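 note: 0% = orexin A challenge wells and 100% = SB-334867-A antagonist wells; not every result past the cut was called active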
Target sequence (O43613 whole entry, looked up): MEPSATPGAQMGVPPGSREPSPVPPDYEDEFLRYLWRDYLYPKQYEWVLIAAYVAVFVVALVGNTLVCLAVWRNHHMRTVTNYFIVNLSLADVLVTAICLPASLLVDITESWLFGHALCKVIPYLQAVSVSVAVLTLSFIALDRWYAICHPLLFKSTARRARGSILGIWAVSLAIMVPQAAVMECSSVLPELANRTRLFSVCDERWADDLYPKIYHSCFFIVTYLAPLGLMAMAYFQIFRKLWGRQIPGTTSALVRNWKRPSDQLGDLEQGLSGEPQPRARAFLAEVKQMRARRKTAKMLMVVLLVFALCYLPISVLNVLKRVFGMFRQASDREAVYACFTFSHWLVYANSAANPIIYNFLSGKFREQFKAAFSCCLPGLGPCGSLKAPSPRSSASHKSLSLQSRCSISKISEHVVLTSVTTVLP
OX1R antag-2 = antagonists of human orexin 1 receptor (OX1R); Orexin/Hypocretin receptor type 1 (Homo sapiens), O43613; OX1R-expressing cells, FRET antagonist read-out; inhibition, % at 6.6 µM; 330,000 compounds, 1.8% hits; AID 485270, 2010; in the data active = inhibition mostly above about 38%, no sharp cut-off; inactive = mostly below about 40%;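 note: 0% = agonist challenge alone and 100% = reference antagonist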
An asterisk follows results filed as active. No enrichment for hits; any-hit rate near 2.1%.

no.	OX1R antag-1	OX1R antag-2	canonical_smiles
1	-30	9	CCOc1ccc(N(CC(=O)NCCc2ccc(OC)cc2)S(C)(=O)=O)cc1
2	-4	16	CC(/C=C/c1ccc2c(c1)OCO2)=N\NC(=O)C(O)c1ccccc1 (stereo unspecified)
3	-7	18	Cn1c(SCc2nc(-c3ccc(Cl)cc3)no2)nnc1-c1ccco1
4	-22	30	N#Cc1cc(Br)ccc1N=C1CCCN1c1ccccc1
5	-11	17	O=C(CN1CC(=O)Oc2ccccc21)NCc1ccco1
6	-35	8	CC1CCCC(NC(=O)COC(=O)Cc2ccc(Br)cc2)C1C (stereo unspecified)
7	-28	20	CC(C)(C)OC(=O)[C@H](Cc1ccccc1)NC(=O)c1[nH]cnc1C(=O)N[C@@H](Cc1ccccc1)C(=O)OCc1ccccc1
8	-23	48	O=C1CCCc2ccccc2N1Cc1ccccc1Cl
9	-32	19	Clc1ccc2c(c1)c1ccccc1n2CN1CCOCC1
10	-26	5	COc1ccc2nc(C)cc(N3CCN(S(=O)(=O)c4ccccc4F)CC3)c2c1
11	-12	19	CCCCCn1c(=S)[nH]c2cc(C(=O)N3CCCC3)ccc2c1=O
12	-35	8	Cc1cccc(C)c1NC(=O)CN(C)C(=O)c1ccccc1SCC(=O)N1CCCC1
13	-18	8	CCOc1cc(/C=C/c2nc3ccccc3c(=O)[nH]2)cc(Br)c1OC
14	-45	5	Cc1ccc(NC(=O)C(Cc2ccccc2)NC(=O)c2ccco2)cc1 (stereo unspecified)
15	-15	-4	COc1ccccc1C(=O)NCCC(=O)Nc1ccc(S(=O)(=O)N2CCCC(C)C2)cc1 (stereo unspecified)
16	-1	7	CNCC(O)C(O)C(O)C(O)CO (stereo unspecified)
17	-21	11	COc1ccc(S(=O)(=O)N2CCC(C(=O)NCCc3ccccc3)CC2)cc1OC
18	-22	3	CCC(C)Sc1nc2c(c(=O)[nH]c(=O)n2C)n1Cc1ccccc1Cl (stereo unspecified)
19	-2	45	Cc1ccc(S(=O)(=O)/N=C2/NC(=O)/C(=C/c3cccnc3)S2)cc1
20	-19	6	O=C(COC(=O)C1CCN(S(=O)(=O)c2cccc3cccnc23)CC1)c1ccc(F)cc1
21	-45	5	COCCn1c(SCC(=O)Nc2nc(C)c(Cl)cc2Cl)nc2ccccc21
22	1	-6	CCc1ccc(NC(=S)N2CCCC(C(F)(F)F)C2)cc1 (stereo unspecified)
23	-5	22	CCn1c(OC)nc2c1c(=O)n(C)c(=O)n2C
24	-10	5	O=C(NC1CCN(Cc2ccccc2)CC1)C1CCN(c2nnc(-n3cccc3)s2)CC1

Sorted by value in OX1R antag-2 (falling): 5 from the list above
no.	Compound	OX1R antag-1	OX1R antag-2
19	Cc1ccc(S(=O)(=O)/N=C2/NC(=O)/C(=C/c3cccnc3)S2)cc1	-2	45
23	CCn1c(OC)nc2c1c(=O)n(C)c(=O)n2C	-5	22
16	CNCC(O)C(O)C(O)C(O)CO (stereo unspecified)	-1	7
20	O=C(COC(=O)C1CCN(S(=O)(=O)c2cccc3cccnc23)CC1)c1ccc(F)cc1	-19	6
14	Cc1ccc(NC(=O)C(Cc2ccccc2)NC(=O)c2ccco2)cc1 (stereo unspecified)	-45	5

More entries
no.	OX1R antag-1	OX1R antag-2	canonical_smiles
25	-2	12	CCOC(=O)NC(=O)CSc1nnnn1-c1ccc(Cl)cc1
26	-9	1	COc1ccc(-n2c(C)c(C)c3c(NCCN(C)C)ncnc32)cc1
27	-2	16	COc1cccc(NC(=O)C(=O)N/N=C(\C)CC(=O)Nc2ccc(NC(C)=O)cc2)c1
28	3	30	COC/C=C/C1=CC2=CC(=O)C(C)(OC(=O)c3cnc4ccccc4n3)C(=O)C2=CN1CCc1ccccn1 (stereo unspecified)
29	-9	19	COC(=O)C1C(C(C)C)N(c2ccccc2)OC1(C)O (stereo unspecified)
30	-21	13	CC1=[N+](C)N(c2ccccc2)C(=O)C1N=Cc1ccc(Cl)cc1 (stereo unspecified)
31	-16	32	O=C(NCc1cccc(C(F)(F)F)c1)C1CC(c2c(Cl)cccc2Cl)=NO1 (stereo unspecified)
32	-9	7	O=C(COC(=O)c1cccc(O)c1)Nc1ccc(OC(F)F)cc1
33	-37	18	CCOc1cc(N2CCOCC2)c(OCC)cc1NC(=O)c1cccc(N(C)C)c1
34	-25	12	CS(=O)(=O)N1N=C(c2ccc(Br)cc2)CC1c1cccs1 (stereo unspecified)
35	-21	19	CCn1c(=O)c(C(=O)CN2CCCc3ccccc32)c(N)n(Cc2ccccc2)c1=O
36	-9	9	COc1ccc2nc(SC)c(C#N)cc2c1

Molecules listed so far that contain a furan ring, fused or not, in the order listed:
no.	OX1R antag-1	OX1R antag-2	canonical_smiles
3	-7	18	Cn1c(SCc2nc(-c3ccc(Cl)cc3)no2)nnc1-c1ccco1
5	-11	17	O=C(CN1CC(=O)Oc2ccccc21)NCc1ccco1
14	-45	5	Cc1ccc(NC(=O)C(Cc2ccccc2)NC(=O)c2ccco2)cc1 (stereo unspecified)

(continued)
no.	OX1R antag-1	OX1R antag-2	canonical_smiles
37	-23	5	CCCCCO
38	1	18	O=C(Nc1ccnn1C1CCN(C(=O)c2ccc(F)c(Cl)c2)CC1)C1CC1
39	-4	19	CS(=O)(=O)N1N=C(c2ccccc2)CC1c1cccs1 (stereo unspecified)
40	-10	12	Nc1cccc(-c2nc3ccc(N)cc3s2)c1
41	-12	5	O=C(Nc1cccnc1)c1ccccc1Oc1ccccc1
42	-18	46	CN1C(=O)c2cccc3c(S(=O)(=O)NCc4ccco4)ccc1c23
43	-7	8	COc1ccc(CN2CCN(C(=O)CC(C)C)CC2)cc1OC
44	-18	17	CCn1c(SCCOc2ccc(Cl)cc2)nnc1-c1cccs1
45	-6	3	COc1ccc(CCOC2OC(CO)C(OC(=O)/C=C/c3ccc(O)c(OC)c3)C(O[C@H]3O[C@@H](C)[C@H](O)[C@@H](O)[C@H]3O)C2O)cc1O (stereo partly specified)
46	-8	10	COc1ccc(-n2c(COc3ccc(Cl)cc3)nnc2SCc2ccc(C#N)cc2)cc1
47	-21	13	COC(=O)C1C(=O)C2=C(CC1C)NC(C)=C(C(=O)OC(C)C)C2c1ccc(OC)c(O)c1 (stereo unspecified)
48	-16	2	C[C@@]12C(=O)N(Cc3ccccc3)CC(=O)N1[C@H]1c3cc(Cl)ccc3OC[C@@H]1[C@@H]2c1ccccc1
49	9	16	CN(C(=O)CSc1nnc(-c2cccc(F)c2)n1N)C1CCS(=O)(=O)C1 (stereo unspecified)
50	-10	23	NC(=O)C1CCN(C(=O)CSc2ccccn2)CC1
51	-18	5	CCOc1ccc(/C=N/NC(=O)c2ccc(F)cc2)cc1CN1CC2CC(C1)c1cccc(=O)n1C2 (stereo unspecified)
52	4	4	O=C(NNS(=O)(=O)c1ccc(F)cc1)c1ccccc1
53	-13	7	CN(c1ccccc1)S(=O)(=O)c1ccc(C(=O)NNC(=O)c2ccccc2F)cc1
54	-24	6	C=CCn1c(SCC(=O)Nc2ccc3c(c2)OCO3)nc2ccccc2c1=O
55	-17	47*	COc1ccc(N2C(=O)CN(Cc3cc(OC)c(OC)c(OC)c3)C2=S)cc1
56	-21	11	COc1cc(S(=O)(=O)NCc2ccccc2Cl)ccc1-n1cnnn1
57	-30	15	COC(=O)c1cccnc1-n1c(=O)c2cccnc2n(Cc2ccc([N+](=O)[O-])cc2)c1=O
58	-4	13	COC(=O)C1ON2OC(C(=O)OC)C(C(=O)OC)C2C1CC(C)=O (stereo unspecified)
59	-24	10	Cc1ccc(N(CC(=O)NCC(O)c2ccccc2)S(=O)(=O)c2ccc(C)cc2)cc1 (stereo unspecified)
60	-7	10	CCCCn1c(N)nc2ccccc21
61	-18	7	COc1ccccc1/C=C/C=NC1C(=O)N(c2ccccc2)[N+](C)=C1C (stereo unspecified)
62	0	10	NC(=S)N/N=C/c1cccc(Br)c1
63	-1	3	COc1cc(S(=O)(=O)n2cnc(C)c2)ccc1Cl
64	-10	7	CSc1nc(-c2ccccc2)nn1C(=O)c1ccccc1
65	-12	20	Cc1cc(C(=O)c2cnc(/N=C/N(C)C)s2)cc(C)c1O
66	-27	5	CCC(C)C(=O)Nn1c(C2CC2)nc2cc(OC)c(OC)cc2c1=O (stereo unspecified)
67	-32	26	Cc1c(NC(=O)c2nn3c(c2Br)NC(c2ccccc2)CC3C(F)(F)F)c(=O)n(-c2ccccc2)n1C (stereo unspecified)
68	3	2	C[C@H](CO)N1C[C@H](C)[C@@H](CN(C)S(=O)(=O)c2cccs2)Oc2c(NS(=O)(=O)c3cn(C)cn3)cccc2C1=O
69	-8	0	CCOc1ccc(CN2CCC(=O)NC2=O)cc1
70	-8	10	COc1ccccc1N1CCN(C(=O)CCC(=O)Nc2nnc(C(C)C)s2)CC1
71	5	13	Cc1nc2c(C#N)cnn2c2c1CCN(Cc1ccccc1)N2C
72	-15	26	O=C(c1ccc(-n2cncn2)c([N+](=O)[O-])c1)N1CCN(S(=O)(=O)c2c(F)cccc2F)CC1
73	-22	31	COc1ccc(NC(=O)CCc2nnc3ccc(NCc4ccc5c(c4)OCO5)nn23)cc1
74	-30	5	N/C(COc1ccc(Cl)cc1Cl)=N\NS(=O)(=O)c1ccccc1
75	-16	1	CCOC(=O)[C@H]1[C@H]2COc3ccc(Br)cc3[C@H]2N2C(=O)CNC(=O)[C@@]12C
76	-13	15	O=C(c1c(F)cccc1F)N1CCC(n2nnc3cc(C(F)(F)F)ccc32)CC1
77	-27	28	Cn1c(=S)[nH]c2c(c1=O)C(C)(C)Cc1ccccc1-2
78	-14	1	O=C(C1CCC1)N1CCN(S(=O)(=O)c2cccc(F)c2)CC1
79	-9	7	Cc1ccc2oc(=O)c(-c3ccc(O)cc3)c(C)c2c1
80	-18	9	Cc1nc2nc(SCC(=O)c3ccccc3)[nH]c2cc1Br
81	-17	2	Cc1ccc(CNC(=O)CCCn2c(=O)c3ccccc3n(CC(=O)NCc3ccco3)c2=O)cc1
82	-17	11	FC(F)(F)c1cnc(Oc2ccc(-c3nnco3)cc2)c(Cl)c1
83	-25	16	O=[N+]([O-])c1ccccc1S(=O)(=O)N1CCN(C2CCN(Cc3ccccc3)CC2)CC1
84	1	0	O=[N+]([O-])c1ccc(Cl)cc1N1CCCCC1
85	-13	38	COC(=O)c1cc2c(cc1NC(=O)CSCCc1ccccn1)OCO2
86	-44	9	COc1ccc(COC(=O)C2=C(C)NC(=O)NC2c2ccc(OC)cc2)cc1 (stereo unspecified)
87	-19	18	COc1cccc(C(=O)COc2ccc3c(C)c(Cc4ccccc4)c(=O)oc3c2)c1
88	-24	9	Cc1cccc(N(C(=O)c2snc(C(N)=O)c2N)C(C(=O)NC2CCCC2)c2ccc(C)o2)c1 (stereo unspecified)
89	-2	2	O=C(COc1cc(Cl)c(Cl)cc1Cl)NC(=O)Nc1ccc2c(c1)OCCO2
90	11	7	COC(=O)c1sccc1NC(=S)Nc1ccc(F)cc1
91	-3	12	CCOC(=O)C1CCCN(C(=S)Nc2cc(C)cc(C)c2)C1 (stereo unspecified)
92	-18	-7	COc1ccc(CCNC(=O)C2CCC(=O)N2S(=O)(=O)c2ccc(C)cc2)cc1 (stereo unspecified)
93	-21	29	CCN1CCN(Cc2ccccc2NC(=O)Nc2ccc(C)cc2)CC1
94	-4	17	CN(Cc1ccccc1)C(=S)Nc1cccnc1
95	-12	7	O=C(Nc1ccc(N2CCCC2)cc1)c1cc2ccccc2o1
96	-7	4	CN(CC(=O)Nc1ccc(OC(F)(F)F)cc1)C(=O)Cc1cccs1

Results in sequence from the list:
Entries 74 to 81 in OX1R antag-1: -30, -16, -13, -27, -14, -9, -18, -17
Entries 74 to 81 in OX1R antag-2: 5, 1, 15, 28, 1, 7, 9, 2

Laid out differently: entries from further up.
No.	SMILES	OX1R antag-1	OX1R antag-2
89	O=C(COc1cc(Cl)c(Cl)cc1Cl)NC(=O)Nc1ccc2c(c1)OCCO2	-2	2
90	COC(=O)c1sccc1NC(=S)Nc1ccc(F)cc1	11	7
91	CCOC(=O)C1CCCN(C(=S)Nc2cc(C)cc(C)c2)C1 (stereo unspecified)	-3	12

(list continues)
no.	OX1R antag-1	OX1R antag-2	canonical_smiles
97	-15	-3	CNC(=O)CCn1nc(-c2ccc(C)cc2)c2ccccc2c1=O
98	-14	11	COc1ccc(C(O)Cn2c(=N)n(CCCN(C)C)c3ccccc32)cc1 (stereo unspecified)
99	-4	0	CCC(=O)c1cc2c(C)cc(=O)oc2c(C)c1O
100	-24	9	O=C(CCCN1C(=O)/C(=C/c2cccs2)SC1=S)NNC(=O)c1ccc(F)cc1
101	-5	-6	N/C(CC(=O)NCCOc1ccccc1)=N\O
102	-107	4	O=C(c1ccccc1)c1ccc(OCC(=O)N2CCOCC2)cc1
103	-1	43	O=C(COc1ncnc2c(Cl)cc(Cl)cc12)Nc1cc([N+](=O)[O-])ccc1Cl
104	-22	12	COc1cc(C(=S)N2CCOCC2)ccc1OS(=O)(=O)c1ccc(Cl)cc1
105	0	9	O=C(COC(=O)/C=C/c1ccc(C(F)(F)F)cc1)NCCC1=CCCCC1
106	-29	-14	CCN(CC(=O)Nc1c(F)cccc1F)C(=O)/C=C/c1cn(Cc2ccccc2)nc1-c1cccnc1
